# WRN inhibitor = WRN helicase (human) inhibition; WRN helicase unwinding, fluorescent forked duplex, kinetic; 0.46% of 360,000 active; Potency, µM (highest dose often 114 µM), without a hit: top-dose activity change, negative = inhibition, actives largely listed as inhibitors; also: potency is read from the fitted curve at half-maximal effect; % is scaled to controls: 0 for no effect and ±100 for the full control effect; nearly all actives have a fitted effect of over 55% in size
#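 Fluorescence dequenching readout, ex 525 nm/em 598 nm, kinetic mode: forked duplex DNA (100 nM final) with adjacent fluorophore and quencher unwound by WRN (20 nM final) with 2 mM ATP. Compound preincubation 15 min, room temperature.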
# EPAC2 agonist = agonists of human EPAC2 (RAPGEF4) | Q8WZA2 | AID 720711 | 0.079% of 360,000 active | EPAC2 activation, biochemical qHTS; response scale: 100% = 6.5 mM cAMP response | Potency, µM (series often up to 154 µM), without a hit: top-dose activation, usual class: activators; also: potency is read from the fitted curve at half-maximal effect; nearly all actives have a fitted effect of over 50% in size
#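 Nucleotide exchange monitored as fluorescence drop when BODIPY-GDP leaves Rap1B. Reaction: 100 nM EPAC2, 250 nM RAP1B-BODIPY-GDP, 50 uM GDP, room temperature, kinetic read over 30 min. Activity expressed relative to 6.5 mM cAMP.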
# IL-2 act = activators of IL-2; IL-2 activation reporter assay, cell-based qHTS; stimulated with anti-CD3/CD4/CD28 beads; in transgenic mouse T cells; activation, % (series mostly up to about 46 µM); 0.065% of 360,000 active; AID 652025; in the data active = activation above about 50%; inconclusive = mostly about 30% to 49%; also: 0% is about no effect
#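 Unstimulated transgenic mouse T cells preincubated 60 min with compound, then stimulated with anti-CD3/anti-CD4-coated beads plus anti-CD28 for 18 h at 37 degrees C. IL-2 response read as EGFP and DsRed fluorescence by plate cytometry.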
# PLK1 PBD inh = blocks phosphopeptide binding to human PLK1 polo-box domain; AID 720504; Potency, µM, for the others: max response, negative = inhibition, hits mostly inhibitors; Plk1 PBD binding of FITC phosphopeptide, fluorescence polarization; 2.8% of 360,000 active; P53350; also: potency is read from the fitted curve at half-maximal effect; series mostly up to about 57 µM; % is scaled to controls: 0 for no effect and ±100 for the full control effect; nearly all actives have a fitted effect of over 65% in size
# CCT chaperon mod = changes cytosolic chaperonin activity | purified chaperonin ATPase assay, HTRF ADP detection, 30 min | activity change, % (concentration not given with the values), hits read low | 0.3% of 360,000 active; in the data active = activity change below about -30%; also: % is scaled to controls: 0 for no effect and ±100 for the full control effect
#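 ATPase activity: ADP formed was measured by HTRF Transcreener (665/615 nm ratio) after 30 min at 37 deg C with 10 uM ATP. Compounds screened at one 76 uM concentration against 40 or 20 nM TRiC in Tris pH 7.4/KCl/MgCl2/DTT buffer.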
# EPAC1 agonist = agonists of human EPAC1. 0.073% of 360,000 active. O95398. Potency, µM (series often up to 154 µM), for the others: at the highest dose activation, hits mostly activators. EPAC1 agonist qHTS, biochemical assay; response scale: 100% = response to 6.5 mM cAMP. AID 720707; also: potency is read from the fitted curve at half-maximal effect; nearly all actives have a fitted effect of over 60% in size
#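 Multi-concentration qHTS readout: loss of Rap1B-bound BODIPY-GDP fluorescence driven by 100 nM EPAC1 with excess GDP (50 uM), monitored kinetically at room temperature; agonist response expressed relative to 6.5 mM cAMP.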
# EPAC1 antag = blocks human EPAC1 exchange factor | 0.14% of 360,000 active | AID 720709 | EPAC1 GEF assay, Rap1b-BODIPY-GDP exchange fluorescence | Potency, µM (top dose mostly 115 µM), for inactives: at the highest dose activity change, negative = inhibition, most hits filed as inhibitors | O95398;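 also: potency is read from the fitted curve at half-maximal effect; plate controls were vehicle for no effect and positive control for full effect; nearly all actives have a fitted effect of over 50% in size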
# PI5P4Ka inh = inhibitors of human PI5P4K alpha | 1.2% of 330,000 active | max response, % | AID 652105 | P48426 | PI5P4Kalpha enzyme, ADP-Glo luminescence, 60 min; hits give low values; active = max response of -50% or lower; inconclusive = between -30% and -50%; inactive = -30% or higher; also: value at the top dose of about 77 µM; % is scaled to controls: 0 for no effect and ±100 for the full control effect
#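 Quantitative HTS of the MLSMR library against PI5P4Kalpha with substrate. ATP added last at 5 microM final; room temperature, 60 minutes. Remaining ATP depleted, ADP converted and read as luminescence.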
# Active calls of the source: *; ? = inconclusive; / = no result given; & = joins results of further samples; [ ] = another dose, or the depositor's remark. Unless noted, calls follow the shape of the dose curve; as a rule, active = well fitted curve in the direction sought with a large enough effect; inconclusive = small, poorly fitted or top-dose-only effect, or another doubt; inactive = no such curve, though single readings can be large; an effect the other way counts as inactive or inconclusive. An excerpt (hit frequency here may not be typical).
SMILES,WRN inhibitor,EPAC2 agonist,IL-2 act,PLK1 PBD inh,CCT chaperon mod,EPAC1 agonist,EPAC1 antag,PI5P4Ka inh
CC(C)(C)OC(=O)NCCc1nnc(SCc2ccccc2)o1,3%,7%,-0.4,0%,1.8,-4%,1%,4
O=C(COC(=O)c1ccccc1NCCO)Nc1cccc(S(=O)(=O)NC2=NCCCCC2)c1,-8%[11.6 µM],-7%,-1.6,-13%,-2.1,8%,?,-18
O=C(Nc1ccc(SC(F)F)cc1)c1cc(-c2ccncc2)nc2ccccc12,-5%,-8%,0.3,6%,1.2,-16%,0%,7
C=CCOc1cccc(CNCc2ccncc2)c1,-1%,5%,-0.1,0%,-0.3,11%,1%,-1
Cc1ccc(OCc2cc(C(=O)N(C)CCc3ccccn3)no2)cn1,-2%,-5%,-0.9,0%,-0.1,-6%,12%,5
Cc1ccc(CNC(=O)c2ccc(NC(=O)C3=CSCCO3)cc2)cc1,2%,-3%,-1.0,5%,-0.4,-10%,-10%,-2
CCCCCCCSc1nnc(N)s1,-10%,-1%,1.6,6%,-1.6,5%,-2%,3
O=C(NCCCn1ccnc1)c1ccc(OCC(F)(F)F)cc1,4%,7%,5.9,6%,-0.8,-7%,-1%,-4
Cc1cc(F)ccc1NC(=O)c1cc(S(=O)(=O)N2CCc3ccccc32)cn1C,3%,3%,-2.5,-6%,-26,-2%,1%,-5
CC(C)=CCC[C@](C)(O[C@@H]1O[C@H](CO[C@@H]2OC[C@@H](O)[C@H](O)[C@H]2O)[C@@H](O)[C@H](O)[C@H]1O)C1CC[C@]2(C)C1[C@H](O)CC1[C@@]3(C)CC[C@H](O[C@@H]4O[C@H](CO)[C@@H](O)[C@H](O)[C@H]4O)C(C)(C)C3CC[C@]12C (some centres undefined),3%,-6%,-2.9,-3%,-0.9,-16%,3%,-4
COc1ccc(/C=N/NC(=O)CCn2nc(C)cc2C)cc1O,0%,0%,-1.7,-14%,-1.4,9%,-11%,-1
COc1ccccc1NC(=O)c1sc2nc3n(c(=O)c2c1C)CCC3,-2%,0%,1.9,-8%,2.0,9%,5%,13
Cc1cc(C)n(CCN(C)Cc2cn[nH]c2-c2ccc(F)cc2F)n1,-3%,9%,-2.3,-6%,1.4,9%,4%,6
Clc1ccccc1C1=Nn2c(nnc2-c2ccco2)SC1,-1%,10%,-1.3,-18%,0.1,2%,8%,-5
CCOc1ccc(C(C)=O)cc1N1C(=O)C2C3C=CC(C3)C2C1=O (centres undefined),-26%,6%,-1.8,-16%,-1.9,3%,-4%,/
O=C(Nc1ccc(S(=O)(=O)Nc2nccs2)cc1)c1cc(-c2ccncc2)nc2ccccc12,-26%,5%,2.0,-22%,-2.3,5%,79µM*,-67*
O=C(O)/C=C\C(=O)Nc1ccc(N2CCN(c3ccc(Cl)c(Cl)c3)CC2)cc1,-6%,4%,0.3,?,-1.1,-2%,-4%,-8
Cc1cccc(NC(=O)CSc2nnc(Cn3nnc(-c4ccccc4)n3)n2-c2ccccc2)c1,-3%,-6%,-2.0,-1%&0%,-2.8,5%,-23%,/
CCOC(=O)N1CCN(Cc2ccccc2Cl)CC1,4%,2%,-2.8,3%,1.2,3%,5%,/
CCCCNS(=O)(=O)CCNCCc1ccccc1,-2%,7%,-0.7,-19%,1.1,-6%,-1%,0
CCOC(=O)C1(C)CCCN(C(=O)c2cc(OC)c(OC)c(OC)c2)C1 (centres undefined),3%,3%,0.3,-6%,-0.1,6%,-3%,-1
O=C(N/N=C/c1ccc2c(c1)OCO2)c1ccc(Br)o1,?,3%,-3.1,-9%,-0.4,-8%,0%,2
CC1(C(=O)NS(=O)(=O)c2cccc(C#N)c2)CCN1C(=O)c1cccc2ccccc12 (centres undefined),-11%,2%,1.0,-7%,0.0,3%,-11%,-3
Cc1ccc(C(=O)NC(=S)Nc2ccccc2C)cc1,-5%,11%,-0.9,-9%,-1.9,12%,-1%,-8
COc1ccc(C(CNC(=O)c2cc3c(s2)CCCC3)N2CCOCC2)cc1 (centres undefined),4%,7%,-1.4,-7%,-2.5,2%,-13%,-11
Cc1ccc(CNC(=O)CC2C(=O)Nc3c2c(=O)n(C)c(=O)n3Cc2ccccc2)cc1 (centres undefined),2%,-5%,-0.1,-14%,1.6,-1%,13%,1
Cc1ccccc1C(=O)Nc1cccc(-c2ccc3nncn3n2)c1,0%,2%,1.2,2%,0.8,6%,15%,-2
COc1ccccc1C(=O)OCC(=O)NC(=O)NC1CCCCC1,-5%,0%,-4.3,-1%,-2.0,-1%,2%,-5
CCOc1ccc(-c2nc(CSCC(=O)NC3CCN(Cc4ccccc4)CC3)c(C)o2)cc1,9%,14%,-3.6,-7%,1.2,11%,4%,-2
CC(NC(=S)Nc1c(Cl)cccc1OC(F)F)C(C)(C)C (centres undefined),-6%[57.1 µM],-4%,0.4,-4%,-0.2,-13%,6%,1
CC(=O)c1ccc(NC(=O)CSc2nccn2C)cc1,-13%,6%,-0.3,3%,-0.7,12%,-11%,8
O=C(CSC(=S)N1CCCCC1)Nc1ncc2c(n1)CC(c1ccco1)CC2=O (centres undefined),4%,2%,-1.4,1%,1.3,-13%,7%,-16
Cc1ccc(CNC(=O)[C@H](C)NC(=O)C2CCN(C(=O)[C@@H]3CCCN3C(=O)OC(C)(C)C)CC2)cc1,2%,2%,0.0,-2%,0.4,-34%[inhibitor],-9%,3
Cc1cc(=S)cc(C)n1CCO,-6%,5%,-2.7,-7%,-5.1,7%,-6%,7
O=C(CSc1nnc(-c2ccccc2)c(-c2ccccc2)n1)NCC1CCCO1 (centres undefined),-5%,24%,-0.5,-14%,-0.4,-5%,8%,-9
O=C(Nc1cccc(F)c1)NC1CC2CCCC(C1)N2C1CC1 (centres undefined),2%,-2%,-1.8,-3%,-11,-1%,0%,2
COc1cc(C(=O)NCCC2=CCCCC2)ccc1OCc1c(C)noc1C,0%,6%,-0.3,-8%,-0.8,-8%,-6%,7
CC1CC(C)CN(CCCNC(=O)C2CCCN(S(=O)(=O)N3CC(C)CC(C)C3)C2)C1 (centres undefined),-9%,-5%,-3.6,-6%,0.9,-2%,5%,3
Cc1cnc(C(=O)Nc2ccccc2-n2cccc2)cn1,-1%,5%,-1.2,-9%,-4.0,10%,-9%,2
Cc1ccc(S(=O)(=O)N(C)C)cc1NC(=O)COC(=O)C1CCCC1,-2%,-1%,-0.2,2%,0.9,8%,-7%,0

# Random excerpt: four compounds from above
SMILES,WRN inhibitor,EPAC2 agonist,IL-2 act,PLK1 PBD inh,CCT chaperon mod,EPAC1 agonist,EPAC1 antag,PI5P4Ka inh
CCOC(=O)C1(C)CCCN(C(=O)c2cc(OC)c(OC)c(OC)c2)C1 (centres undefined),3%,3%,0.3,-6%,-0.1,6%,-3%,-1
O=C(CSC(=S)N1CCCCC1)Nc1ncc2c(n1)CC(c1ccco1)CC2=O (centres undefined),4%,2%,-1.4,1%,1.3,-13%,7%,-16
Cc1cnc(C(=O)Nc2ccccc2-n2cccc2)cn1,-1%,5%,-1.2,-9%,-4.0,10%,-9%,2
Cc1ccccc1C(=O)Nc1cccc(-c2ccc3nncn3n2)c1,0%,2%,1.2,2%,0.8,6%,15%,-2

# Next structures:
SMILES,WRN inhibitor,EPAC2 agonist,IL-2 act,PLK1 PBD inh,CCT chaperon mod,EPAC1 agonist,EPAC1 antag,PI5P4Ka inh
CC(CC(F)(F)F)N1CCC(n2nccc2NC(=O)CCOc2ccccc2)CC1 (centres undefined),10%,-1%,-1.9,-3%,-1.5,9%,12%,9
COc1ccccc1/C=N/NC(=O)c1[nH]c(C)c(C(=O)N/N=C/c2ccccc2OC)c1C,-13%,1%,-4.0,-2%,0.5,-4%,2%,-3
C[C@H](CO)N1C[C@H](C)[C@@H](CN(C)S(C)(=O)=O)Oc2ccc(NC(=O)CCC(F)(F)F)cc2C1=O,-28%,2%,1.1,0%,0.8,1%,15%,5
COc1ccc(CCNc2cc(C)nc3c(-c4ccc(Cl)cc4)cnn23)cc1OC,1%,3%,-1.2,2%,-1.3,7%,-4%,3
Cc1cccc(N2C(=O)CC(N3CCC(c4nc5ccccc5[nH]4)CC3)C2=O)c1 (centres undefined),-7%,4%,-0.4,-3%,-2.8,9%,-10%,/
O=C(NCC1CCCCC1)c1cccc(S(=O)(=O)N2CCCC2)c1,-16%,12%,-4.6,-10%,-3.9,11%,-4%,6
C/C(=N/NS(=O)(=O)c1ccccc1)c1ccc(NC(=O)C2CC2)cc1,-30%,11%,2.7,-18%,-1.2,-3%,-14%,2
CC(C)(C)C(=O)c1c(N)[nH]c(C(=O)c2ccccc2)c1-c1ccc(Br)cc1,-4%,1%,-0.3,-8%,-1.3,-7%,-7%,5
CC1(C)CC(=O)C2=C(C1)N(c1ccccc1)C(N)=C(C#N)C2c1ccccc1 (centres undefined),-3%,0%,-4.2,-1%,0.8,9%,2%,0
COC(=O)c1cccc(NC(=S)N2CCN(c3ccccc3F)CC2)c1,-21%,-6%,1.7,-11%,-2.4,8%,-23%,0
CC(=O)N1c2ccc(C)cc2Sc2c1ccc1ccccc21,-4%,19%,-1.0,-8%,-3.3,15%,-9%,13
CC1CC(C)(C)NC(=S)N1CCC(=O)N1CCc2ccccc21 (centres undefined),-3%,-5%,-1.1,-18%,0.5,1%,-12%,-7
Cc1oc(-c2ccccc2)cc1C(=O)NC1CCN(Cc2ccccc2)CC1,5%,5%,-2.6,-11%,-27,4%,-2%,2
Cc1ccc(OCc2nc(-c3ccccc3)no2)cc1,-2%,-5%,-1.6,12µM*,-2.5,-3%,-11%,-1
Cc1ccccc1CNC(=O)/C=C\C(=O)O,-7%,-3%,-0.5,7%,0.5,2%,-10%,0
CCN(CC)CCNC(=O)COc1ccc(OC)cc1,-1%&9%,-2%&12%,0.2&-2.4,7%&-9%,0.1&0.7,-23%&14%,2%&-3%,3&3
CN1CCN(C(=O)C2=C[C@@H](c3csc4ccccc34)C[C@@H](OCc3ccc(CO)cc3)O2)CC1,-5%,3%,-0.2,-6%,-2.5,-17%,-10%,18
CCOC(=O)c1c(NC(=S)NC(=O)c2ccco2)sc2c1CCCC2,0%,1%,-1.3,-4%,-2.3,-4%,7%,0
CC(=O)Nc1ccc(NS(=O)(=O)c2ccc(CN3C(=O)c4cccnc4C3=O)cc2)cc1,6%,7%,-2.4,-4%,0.3,-20%,20%,-1
